High-throughput results as filed in PubChem.
hcGAS inh = human cGAS inhibition | Q8N884 | recombinant h-cGAS, ATP depletion, Kinase-Glo luminescence | inhibition, % at 12.5 µM | 290,000 tested, 0.081% active;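 note: 0% = vehicle reaction and 100% = reaction without DNA for no activity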
Target sequence (Q8N884 whole entry, looked up): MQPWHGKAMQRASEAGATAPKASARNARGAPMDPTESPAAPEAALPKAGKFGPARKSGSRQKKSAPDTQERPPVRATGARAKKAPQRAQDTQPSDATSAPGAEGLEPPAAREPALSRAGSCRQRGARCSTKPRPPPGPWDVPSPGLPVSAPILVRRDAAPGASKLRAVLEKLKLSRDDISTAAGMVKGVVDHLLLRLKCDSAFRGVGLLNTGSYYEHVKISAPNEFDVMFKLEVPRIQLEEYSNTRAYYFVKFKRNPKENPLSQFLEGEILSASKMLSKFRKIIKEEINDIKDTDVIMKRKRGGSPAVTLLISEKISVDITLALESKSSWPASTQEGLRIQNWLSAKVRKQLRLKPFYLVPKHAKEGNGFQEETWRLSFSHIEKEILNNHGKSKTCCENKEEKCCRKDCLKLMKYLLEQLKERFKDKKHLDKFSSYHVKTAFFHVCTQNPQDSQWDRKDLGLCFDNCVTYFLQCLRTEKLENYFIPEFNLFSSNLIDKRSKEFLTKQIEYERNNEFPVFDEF
mcGAS inh = blocks mouse cGAS activity | recombinant cGAS, Kinase-Glo ATP depletion luminescence | Q8C6L5 | inhibition, % at 12.5 µM | 160,000 tested, 0.15% active;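 note: 0% = negative control wells and 100% = reference inhibitor with no enzyme activity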
NPYLR7 ag = activates Aedes aegypti NPYLR7 receptor; AID 1259423; 270,000 tested, 0.15% active; HEK293T NPYLR7/Galpha15, GCaMP6s calcium fluorescence; activation, % at 10 µM; in the data active = activation above about 40%;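 note: 0% = vehicle and 100% = reference agonist at the receptor; some compounds past the cut are filed as inactive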
* hit, by the source's call; / = not tested or not shown; & = joins results of further samples. Cut-off read from the data, not from the text of the source, unless noted: active = inhibition above about 40%; inactive = the rest.

SMILES | hcGAS inh | mcGAS inh | NPYLR7 ag
COc1ccc(CN2CC(C)(C)Oc3ncccc3C2=O)cc1 | -10 | -9 | -2
N#Cc1cccc(OC2CC3CCC(C2)N3C(=O)c2ccc(CSc3nc4cc(Cl)ccc4o3)cc2)c1 (stereo not given) | 0 | -5 | 22
COc1ccc(OC)c2sc(N(CCCN(C)C)C(=O)c3ccco3)nc12 | -4 | -7 | 3
C/C=C/c1ccc(OC)cc1 | -3 | / | -18
COCCCN1Cc2cc(NS(=O)(=O)c3ccccc3)ccc2OC(C)C1=O (stereo not given) | 1 | 0 | /
c1ccc(-n2cnnc2SCc2nnc(-c3ccco3)o2)cc1 | -5 | / | 4
COC(=O)c1cnc(Nc2nc(C(C)N)cs2)nc1C(F)(F)F (stereo not given) | -5 | -7 | -4
CCCNC(=O)C(NC(=O)c1ccccc1C)C1CCN(C(=O)Cc2ccccc2)CC1 (stereo not given) | -8 | -5 | 20
CN(c1ccccc1)c1nnc(C(C)(C)C)c(=O)[nH]1 | -5 | / | 5
O=c1c2cnn(C3CCS(=O)(=O)C3)c2ncn1Cc1ccc(Cl)c(Cl)c1 (stereo not given) | -4 | / | 0
Cc1cnc(C(=O)Nc2cc(-c3ccc(F)cc3F)no2)cn1 | 3 | / | -4
Cc1nc(C(=O)Nc2cccc(COC3CCCCC3)c2)cs1 | -9 | -6 | 8
COc1ccc(Cc2nnc(SCC(=O)Nc3ccc(C)c(C)c3)[nH]c2=O)cc1 | -2 | -7 | -5
COc1ccc(C2=NN(c3nc(-c4ccccc4)c4ccccc4n3)C(c3ccccc3)C2)cc1 (stereo not given) | -8 | -7 | -13
CCn1c(SCC(=O)N2CCCC2)nnc1-c1ccc(C(C)(C)C)cc1 | -4 | / | 5
CCc1onc(C)c1C(=O)O | -7 | / | 3
CCCCc1ccc(C(=O)Nc2nnc(SCC3CC3)s2)cc1 | -9 | -7 | -3
Cc1ccccc1-c1nc(OCC(C)C)nn1-c1cccc(NC(=O)C(C)C)c1 | 0 | -2 | -6
Cc1cn2c3c(=O)n(C)c(=O)n(C)c3nc2n1CCCN1CCN(c2ccccc2)CC1 | -5 | / | -9
COc1ccc(C(C)=O)cc1CN1C(=O)C(C)(C)ON=C1c1ncccc1C | 3 | / | 2

The final 7 entries of the section above open the next one:
SMILES | hcGAS inh | mcGAS inh | NPYLR7 ag
COc1ccc(C2=NN(c3nc(-c4ccccc4)c4ccccc4n3)C(c3ccccc3)C2)cc1 (stereo not given) | -8 | -7 | -13
CCn1c(SCC(=O)N2CCCC2)nnc1-c1ccc(C(C)(C)C)cc1 | -4 | / | 5
CCc1onc(C)c1C(=O)O | -7 | / | 3
CCCCc1ccc(C(=O)Nc2nnc(SCC3CC3)s2)cc1 | -9 | -7 | -3
Cc1ccccc1-c1nc(OCC(C)C)nn1-c1cccc(NC(=O)C(C)C)c1 | 0 | -2 | -6
Cc1cn2c3c(=O)n(C)c(=O)n(C)c3nc2n1CCCN1CCN(c2ccccc2)CC1 | -5 | / | -9
COc1ccc(C(C)=O)cc1CN1C(=O)C(C)(C)ON=C1c1ncccc1C | 3 | / | 2
Cn1nc(-c2cccc(NC(=O)c3ccco3)c2)ccc1=O | -8 | -7 | 0
O=c1[nH]c2c(c3ccccc13)C(c1ccccc1)N1C=CN=CC1=N2 (stereo not given) | -8 | / | -2
CCc1nc(C2CN(C(=O)C(C)N3CCCCCC3)CCO2)n[nH]1 (stereo not given) | -10 | / | -25
CCCc1nc(C)sc1C(=O)NC1CCC(C(C)(C)C)CC1 (stereo not given) | -2 | -3 | -10
Cc1ccc(C(=O)NC(C(=O)NC2CC2)C2CCN(C(=O)NC(C)C)CC2)cc1 (stereo not given) | -1 | -5 | 9
C=CCc1c(C)c(C#N)c2nc3ccccc3n2c1NC(C)C | 0 | / | 2
COC1CCN(C(=O)Nc2cc(C(F)(F)F)cc(C(F)(F)F)c2)CC1 | -7 | / | 3
Cc1cccnc1CC(C)NC(=O)c1cc(C(C)C)n2ncnc2n1 (stereo not given) | 2 | / | -3
COc1cccc(/C(C)=C/C(=O)N2CCCC(CCC(N)=O)C2)c1 (stereo not given) | -7 | / | 1
CSc1nc(NC(C)C)c2cnn(CCNC(=O)c3cccc(F)c3)c2n1 | -5 | -8 | /
CC1CCCCN1S(=O)(=O)NC(c1ccccc1)c1ccccn1 (stereo not given) | -12 | / | 11
CC(=O)N1C(C)CN(S(=O)(=O)c2ccc(C)cc2)C1c1ccc(N(C)C)cc1 (stereo not given) | -3 | / | -4
CC1(C)Oc2ccc3ccc(=O)oc3c2-c2cnoc21 | 1 | / | -3
CCN(c1ccc(F)cc1)S(=O)(=O)c1ccc2c(c1)CCN2C(C)=O | 3 | / | 3
CCOC(=O)Nc1c[n+](N2CCOCC2)no1 | 1&3&-6&-1 | -1 | -11&-4&-2
CCC(C(=O)N(Cc1nc2cc(C)ccc2o1)Cc1ccccc1Cl)c1ccccc1 (stereo not given) | -4 | -5 | 0
CCOC(=O)C1OC2(O)CC(C(F)(F)F)(Oc3nc(C)cc(C)c32)O1 (stereo not given) | 2 | / | -5
CC1CCN(c2ccc(NC(=O)COc3ccc(Cl)cc3)cc2C(=O)NCC2CCCO2)CC1 (stereo not given) | -2 | -4 | 19
O=C(c1c(Cl)cc(Cl)cc1Cl)N1CCN(Cc2cc(=O)c(OCc3ccc(F)cc3)co2)CC1 | -9 | -5 | 11
Cc1noc(-c2ccncc2)c1C(=O)NC(C)c1ccccc1 (stereo not given) | -3 | -5 | 24

Reformatted as comma-separated lines: entries from further up.
Molecule,hcGAS inh,mcGAS inh,NPYLR7 ag
COC1CCN(C(=O)Nc2cc(C(F)(F)F)cc(C(F)(F)F)c2)CC1,-7,/,3
Cc1cccnc1CC(C)NC(=O)c1cc(C(C)C)n2ncnc2n1 (stereo not given),2,/,-3

(continued)
SMILES | hcGAS inh | mcGAS inh | NPYLR7 ag
NCCn1ncc2c(N3CCCC3)ncnc21 | -2 | / | 3
Cn1c(=O)c2c(nc(SCCCO)n2Cc2ccccc2Cl)n(C)c1=O | 3 | -2 | /
C#CCOCC(O)CN(CC)CC1CC(c2ccccc2)=NO1 (stereo not given) | -1 | -8 | /
COc1ccc(CCNC(=O)C(C2CCCC2)N2CCN(C(=O)c3ccc(Cl)cc3)CC2)cc1 (stereo not given) | -1 | -4 | 5
COC(=O)CCn1cc(CN2[C@@H]3CC[C@H]2CN(C)C(=O)C3)cn1 | -4 | / | 7
CC(=O)Cn1c(=O)c2c(nc3n2CCN3c2cccc(C)c2)n(C)c1=O | -10 | / | 22
CC(NC(=O)c1csc(COc2cccc(C(F)(F)F)c2)n1)c1ccccc1 (stereo not given) | -6 | -6 | -2
O=C1OC(c2ccc(F)cc2)=NC1=Cc1ccc(Br)cc1 | -7 | -6 | 2
CCOc1ccc(-c2ccc(OCCNS(=O)(=O)c3ccc(OCC)cc3)nn2)cc1 | -9 | -6 | -7
CCC(C)N(Cc1ccc(OS(C)(=O)=O)cc1)S(=O)(=O)c1ccccc1 (stereo not given) | -4 | -3 | -6
CC(=O)c1cccc(CN2CCCC(O)(CO)CC2)c1 (stereo not given) | -7 | / | 4
CCn1c(C)c(C)n2c3c(=O)n(CC(=O)OC)c(=O)n(C)c3nc12 | -9 | / | -1
OCc1nn2c(c1Br)NC(c1ccc(Br)o1)CC2C(F)(F)F (stereo not given) | -1 | -2 | -1
COc1ccc(NC(=O)c2nnn(Cc3nc(-c4ccccc4)oc3C)c2C)cc1 | -5 | -9 | 4
COCc1nnc(C(=O)N(C)Cc2cc(C(C)(C)C)n[nH]2)o1 | 0 | / | 4
COc1ccc2c(c1)Sc1ccccc1N2CCN(C)C | 4 | / | 8
Cc1nn(CCO)c(C)c1CN(C)Cc1cnn(-c2ccccc2)c1 | -7 | / | 14
COCCCN(CC(=O)N(Cc1ccccc1)Cc1cccn1Cc1ccc(F)cc1)C(=O)C1CCC1 | -1 | 1 | -9
O=C(COc1ccc(Cl)cc1)NCCCn1ncccc1=O | -6 | -13 | -7
CC1CN(S(=O)(=O)N2CC=C(c3ccccc3)CC2)CC(C)O1 (stereo not given) | -9 | / | 9

2 compounds from above, reduced to mcGAS inh and hcGAS inh.
Structure,mcGAS inh,hcGAS inh
C#CCOCC(O)CN(CC)CC1CC(c2ccccc2)=NO1 (stereo not given),-8,-1
COc1ccc(CCNC(=O)C(C2CCCC2)N2CCN(C(=O)c3ccc(Cl)cc3)CC2)cc1 (stereo not given),-4,-1

Continued.
SMILES | hcGAS inh | mcGAS inh | NPYLR7 ag
CC(C)Oc1ccc(CN2CCC2(C)C(=O)NCCc2c[nH]c3ccccc23)cc1 (stereo not given) | -4 | / | -6
CCOc1ccccc1-n1c(=O)[nH]c2c(C(N)=O)nc(-c3cccc(O)c3)nc21 | -17 | / | 13
Cc1ccc(CN(CCN(C)C)C(=O)CC2CNCCO2)s1 (stereo not given) | -5 | -7 | 21
Cc1ccsc1-c1nccn1CCCn1ccnc1 | -6 | -11 | -2
CCOC(=O)C1(CCc2ccccc2)CCN(Cc2ccc(OC)cc2)CC1 | -6&-8 | -9&-4 | 8&12
O=C(c1ccc(F)cc1)N(CCCn1ccnc1)c1nc2ccccc2s1 | -7 | -7 | -11
COc1ccc(OC)c(CN(CCc2c[nH]c3ccccc23)Cc2nc(C(=O)NCc3ccccn3)co2)c1 | -7 | -2 | 25
O=C(Cn1cc(-c2ccccn2)cn1)Nc1ccn(Cc2ccccc2)n1 | -8 | / | -2
CS(=O)(=O)c1cccc(CNc2nc(Nc3ccc4c(c3)CCC(=O)N4)ncc2C(F)(F)F)c1 | -7 | -7 | -7
CCc1cc(Oc2ccc([N+](=O)[O-])cc2)nc(SCc2ccc(C(C)(C)C)cc2)n1 | -8 | -6 | 2
O=C(NCC1Cc2cccc(-c3cnccn3)c2O1)C1CCCc2c1[nH]c1ccccc21 (stereo not given) | -8 | -11 | 22
O=C1NCCc2c(OCc3ccccc3Cl)cccc21 | -3 | / | 3
c1ccc(CO/N=C2\CCn3cccc32)cc1 | -9 | / | 3
Cc1noc(C(C)NC(=O)c2ccc(Oc3ccc(Br)cc3)nc2)n1 (stereo not given) | -10 | / | 4
CC(Sc1nnnn1-c1ccccc1)C(=O)N(C)C (stereo not given) | -6 | / | -9
Cc1ccc2cc(CCNC(=O)c3ccc(C(C)(C)C)cc3)c(=O)[nH]c2c1C | -7 | / | 2
CN(C)[C@@H]1C[C@@H](C(=O)O)N(Cc2ncc[nH]2)C1 | -10 | / | 4
COC(=O)c1ccc(CS(=O)(=O)N2CCCC(N(C)C)C2)cc1 (stereo not given) | -12 | / | 1
Clc1ccc(Nc2nc(-c3ccccn3)cs2)nc1 | -2 | / | 3
CC(NCC(c1cccs1)N(C)C)c1nc(C(C)(C)C)no1 (stereo not given) | -4 | / | -2
CCc1nc(CC(=O)NC2(c3ccc(F)cc3)CCCC2)cs1 | -4 | / | -6
CCCCN(CC(=O)Nc1c(-c2ccccc2)c(C)nn1-c1ccc(C)cc1)C(=O)Nc1cccc(Br)c1 | -5 | -5 | 11
CCCc1nc(N2CCCN(C(=O)Nc3ccc(C)c(Cl)c3)CC2)c2c(C)nn(-c3ccccc3)c2n1 | -3 | -5 | 9
Cc1nnc(SCC(=O)NCc2cc(CC(C)C)on2)s1 | -4 | / | 13
CCn1ncc(C(=O)NCCc2nc(-c3ccc(Cl)cc3)no2)c1C | -10 | / | 21
Cn1c(=O)[nH]c2c3c(sc2c1=O)CC(C)(C)OC3 | -2 | / | -10
COc1ccccc1C(=O)C1CCCN(C(=O)Cn2nc3ccccc3n2)C1 (stereo not given) | -10 | / | 8
N#Cc1cccc(CN2C(=O)C3(SCCN3C(=O)Nc3cccc(F)c3)c3cc(F)ccc32)c1 (stereo not given) | -3 | -6 | 21
C=CCN(CC1CC(c2ccccc2)=NO1)CC(C)(O)C=C (stereo not given) | -1 | -3 | 2
N#CC1C(=N)SC(=N)C(C#N)C1c1ccccc1Br (stereo not given) | 10 | 24 | 1
COCCNC(=O)[C@@H](C)N1Cc2ccc(N3CCOCC3)nc2C1=O | -9 | / | 3
CC(=O)N1CCCN(C2CN(CC(O)c3ccccc3)CC2C)CC1 (stereo not given) | -6 | / | 1
CCC1SC(c2ccc(C)cc2)N(CCN2CCN(C(=O)c3ccccc3Cl)CC2)C1=O (stereo not given) | -1 | -7 | /
O=c1cc(CSc2ccc(F)c(F)c2)nc2ccc(Br)cn12 | -9 | / | 7
Cn1ccn2ncc(C(=O)NCCc3csc(-c4cccnc4)n3)c12 | 1 | / | -4
OC[C@@H]1CN2CCN(Cc3ccc(F)cc3)C[C@@H]2[C@H]1c1ccccc1 | 2 | -1 | 8
CSc1ccccc1NC(=O)C(C)Sc1ncn[nH]1 (stereo not given) | -3 | -7 | 3
CCS(=O)(=O)c1cccc(C(=O)N(Cc2ccccn2)c2nc3c(C)c(C)ccc3s2)c1 | -3 | -8 | 2
